Screening data deposited in PubChem by Sanford-Burnham Center for Chemical Genomics.
SENP8 block-1 – inhibitors of human SENP8 protease; AID 2540; Q96LD8; actives 1.2% (n = 330,000); purified SENP8, Z-RLRGG-aminoluciferin cleavage, luminescence; inhibition, % at 10 µM; in the data active means inhibition above about 50%
UBC13 polyUb – human UBC13 polyubiquitination inhibition | UBC13 polyubiquitin chain formation, TR-FRET | inhibition, % at 20 µM | P61088 | actives 0.47% (n = 330,000); in the data active means inhibition above about 45%, passing the limit was not always enough; inconclusive means no clear call, values can overlap the other calls
HKDC1 inhibitor – HKDC1 (human) hexokinase inhibition; actives 0.16% (n = 340,000); recombinant HKDC1, G6PDH/diaphorase resazurin coupled fluorescence; inhibition, % at 20 µM;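 active means inhibition above about 35% when tested at 20 µM, limit read from the data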;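 further: plate controls were DMSO wells with enzyme for no effect and DMSO wells lacking enzyme for full effect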
Target sequence (Q2TB90 whole entry, looked up): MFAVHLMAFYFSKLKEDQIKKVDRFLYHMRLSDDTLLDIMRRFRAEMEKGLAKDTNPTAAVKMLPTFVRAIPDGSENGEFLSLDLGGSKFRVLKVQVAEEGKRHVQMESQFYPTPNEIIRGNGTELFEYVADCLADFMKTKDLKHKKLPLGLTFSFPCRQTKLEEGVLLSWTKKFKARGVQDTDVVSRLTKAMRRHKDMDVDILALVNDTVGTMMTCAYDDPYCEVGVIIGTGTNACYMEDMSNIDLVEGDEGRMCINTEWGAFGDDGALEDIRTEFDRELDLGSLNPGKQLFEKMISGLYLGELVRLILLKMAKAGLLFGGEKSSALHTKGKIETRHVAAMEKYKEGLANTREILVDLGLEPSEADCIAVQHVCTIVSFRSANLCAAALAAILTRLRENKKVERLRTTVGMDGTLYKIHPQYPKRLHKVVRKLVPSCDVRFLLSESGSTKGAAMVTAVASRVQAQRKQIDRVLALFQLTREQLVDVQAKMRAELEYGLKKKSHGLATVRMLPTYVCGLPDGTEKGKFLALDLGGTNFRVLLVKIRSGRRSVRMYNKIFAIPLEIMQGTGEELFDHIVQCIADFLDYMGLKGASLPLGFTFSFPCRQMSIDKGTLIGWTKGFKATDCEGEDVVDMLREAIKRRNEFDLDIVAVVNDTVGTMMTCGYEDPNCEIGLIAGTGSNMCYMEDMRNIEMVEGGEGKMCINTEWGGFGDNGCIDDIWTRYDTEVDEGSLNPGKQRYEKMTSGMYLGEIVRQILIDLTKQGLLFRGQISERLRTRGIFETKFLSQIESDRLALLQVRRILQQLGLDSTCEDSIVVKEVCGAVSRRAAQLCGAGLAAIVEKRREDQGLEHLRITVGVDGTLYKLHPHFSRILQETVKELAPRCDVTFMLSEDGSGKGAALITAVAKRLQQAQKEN
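Test system: Recombinant HKDC1 (HK5) hexokinase enzyme, produced in-house | Input: HKDC1 at 5 µg/mL | Buffer or medium: Tris pH 8.0 buffer with MgCl2, Tween-20, BSA, BME | Schedule: 90 min reaction incubation at room temperature, dark | Technique: Resazurin-to-resorufin fluorescence via G6PDH and diaphorase coupling, 525/613 nm | Controls: DMSO wells with and without enzyme mix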
beta cell repl – inducers of beta-cell replication in MIN6 cells. actives 0.29% (n = 330,000). MIN6 cells proliferation, ATPlite luminescence, 48 h; cells starved in 0.2% serum; 100% = growth in 10% serum. proliferation, % at 10 µM;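 active means compounds whose signal lies at least 3.5 SD above the mean of all wells on their plate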;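 further: 0% = DMSO-treated cells in low-serum medium and 100% = 10% serum control; some compounds called inactive have numbers as strong as hits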
SENP1 FRET inh – SENP1 (human) catalytic domain inhibition; Q9P0U3; recombinant SENP1 catalytic domain, CyPet-SUMO1-YPet FRET cleavage; inhibition, % at 10 µM; actives 0.21% (n = 360,000); AID 624204;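 active means inhibition at least 30% at 10 µM, raw YFP signal under a set limit, fluorescence ratio 0.5 to 1.5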;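 further: 0% = enzyme with DMSO and 100% = no enzyme wells; some results filed as inactive read as strong as hits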
Target sequence (Q9P0U3 419-644 limits assumed): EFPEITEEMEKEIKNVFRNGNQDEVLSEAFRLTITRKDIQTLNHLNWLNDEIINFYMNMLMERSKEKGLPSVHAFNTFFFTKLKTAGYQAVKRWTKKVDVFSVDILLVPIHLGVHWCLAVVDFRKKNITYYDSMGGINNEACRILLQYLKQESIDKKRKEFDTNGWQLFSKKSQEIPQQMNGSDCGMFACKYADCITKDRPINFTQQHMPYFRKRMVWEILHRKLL
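system = hSENP1 catalytic domain, recombinant | reagent = SFCypet-SUMO1-SFYpet substrate at 25 nM | doses = one dose per compound, 10 µM, 0.5% DMSO | incubation = enzyme reaction for 50 min at room temperature, dark | measured by = FRET, CFP and YFP emission | controls = no-enzyme low, enzyme-DMSO high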
SENP8 block-2 – SENP8 (human) protease inhibition. Q96LD8. recombinant SENP8, Nedd8 substrate fluorescence. inhibition, % at 20 µM. actives 0.64% (n = 360,000). AID 602440; in the data active means inhibition mostly above about 40%, no sharp cut-off; inactive means mostly below about 27%
PfG6PD inh – PfG6PD (Plasmodium falciparum) enzyme inhibition; AID 504690; inhibition, % at 20 µM; PfGluPho enzyme, NADPH resazurin-diaphorase fluorescence; actives 0.78% (n = 350,000);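 active means inhibition reaching at least a set limit at 20 µM in the primary screen, cut at about 59% in these data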;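 further: 0% = DMSO wells with substrate and 100% = DMSO wells lacking glucose-6-phosphate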
SENP6 block – blocks the human protease SENP6. Q9GZR1. Recombinant SENP6 catalytic domain, aminoluciferin luminescence. inhibition, % at 10 µM. actives 1.8% (n = 330,000);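 active means inhibition above about 50% at the single tested dose, limit read from the data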;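 further: plate controls were DMSO wells with enzyme for no effect and DMSO wells lacking enzyme for full effect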
SENP7 inh – SENP7 protease inhibition; Q9BQF6; recombinant SENP7, Z-RLRGG-aminoluciferin luminescence, 40 min; inhibition, % at 5 µM; actives 1.5% (n = 330,000);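 active means inhibition above about 50% at the single test dose, limit read from the data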;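 further: plate controls were DMSO with enzyme for no effect and no enzyme buffer wells for full effect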
* hit, by the source's call; i = inactive; ? = inconclusive; / = no result given.

SMILES	SENP8 block-1	UBC13 polyUb	HKDC1 inhibitor	beta cell repl	SENP1 FRET inh	SENP8 block-2	PfG6PD inh	SENP6 block	SENP7 inh
COc1cc([N+](=O)[O-])ccc1NC(=O)CCCOc1cccc(C)c1	1	8	12	0	0	24	23	8	-1
COc1ccc(N2C(=O)CCC(C(=O)Nc3cccc(C)n3)C2c2ccc(OC)c(OC)c2)cc1 (stereo not given)	-10	-13	1	-1	3	12	11	-22	1
Cc1ccccc1N1CCN(C2CCCN(C(=O)CCc3c(C)noc3C)C2)CC1 (stereo not given)	-13	-2	-6	2	1	8	-17	-6	-16
Cc1cc2c(cc1S(=O)(=O)N1CC(C)CC(C)C1)OCC(=O)N2 (stereo not given)	-6	6	3	0	3	18	-18	3	8
Cc1ccc(OCC(=O)N/N=C\c2cccn2C)c([N+](=O)[O-])c1	-2	0	-5	0	3	16	0	-17	6
COCCNc1c2c(nc3c(-c4ccccc4)c(C)nn13)CCC2	-8	8	1	-1	-1	-304	7	-7	-1
C#Cc1ccc([C@H]2C=C(C(=O)Nc3ccccc3)O[C@@H](OCc3ccc(CO)cc3)C2)cc1	4	-13	-1	-6	-3	-37	13	-5	-8
O=C(COC(=O)C1CC(=O)N(Cc2ccco2)C1)Nc1ccc(F)cc1F (stereo not given)	4	4	3	-1	0	0	-1	-8	5
CC(OC(=O)Cc1ccc(F)cc1)C(=O)N1CCc2ccccc21 (stereo not given)	6	-4	1	-4	2	-3	3	8	8
COc1ccc(/C=N/NC(=S)Nc2cccc(C(=O)O)c2)cc1	-7	-3	-7	-1	2	-16	2	12	6
CC(C)Oc1ccc(/C=N/NC(=O)c2ccc(N(Cc3ccccc3)S(C)(=O)=O)cc2)cc1	6	8	-4	0	-1	-78	2	3	1
CC(C)C[C@H](NC(=O)c1ccc(OC2CCN(C(=O)C3CC3)CC2)cc1)C(N)=O	2	5	-5	-1	0	-2	-7	-6	-6
O=C(COC(=O)c1ncc(Cl)c(Cl)c1Cl)NC1CCCCCC1	-5	-2	3	-4	2	-2	-10	-7	-16
O=C(Cc1cccc2ccccc12)Nc1ccc(O)cc1C(=O)O	-10	7	0	-1	0	-483	-23	1	-2
Cc1ccc(NS(=O)(=O)c2cccc(C(=O)NC3CCN(Cc4ccccc4)CC3)c2)c(C)c1	/	/	3	/	0	16	-7	/	/
Cc1ccc2c(c1)C1CC(C)(O2)N(c2cccc(C(=O)NC3CCN(Cc4ccccc4)CC3)c2)C(=O)N1 (stereo not given)	-12	-3	-4	-3	1	12	3	4	28
CCC1CCCCN1CCCNC(=O)c1nn(C)c2c1CS(=O)(=O)c1ccccc1-2 (stereo not given)	-5	1	4	5	-3	17	-4	-1	2
O=C(Cn1cccc1C(=O)c1ccccc1)NCc1ccc(F)cc1	2	-4	-4	4	1	6	-10	20	3
CCCn1nnnc1NCc1ccc(F)cc1	4	10	-10	0	1	13	9	3	5
CO/N=C(\C(=O)N[C@@H]1C(=O)N2C(C(=O)O)=C(COC(N)=O)CS[C@H]12)c1ccco1	0	-10	7	0	-29	-62	11	13	6

A portion from the list above, as a working copy:
SMILES	SENP8 block-1	UBC13 polyUb	HKDC1 inhibitor	beta cell repl	SENP1 FRET inh	SENP8 block-2	PfG6PD inh	SENP6 block	SENP7 inh
CCCn1nnnc1NCc1ccc(F)cc1	4	10	-10	0	1	13	9	3	5
CO/N=C(\C(=O)N[C@@H]1C(=O)N2C(C(=O)O)=C(COC(N)=O)CS[C@H]12)c1ccco1	0	-10	7	0	-29	-62	11	13	6

Next part
SMILES	SENP8 block-1	UBC13 polyUb	HKDC1 inhibitor	beta cell repl	SENP1 FRET inh	SENP8 block-2	PfG6PD inh	SENP6 block	SENP7 inh
CC(=O)Nc1cc2c(cc1NC(=O)Cn1nnc(-c3ccc(C)o3)n1)OCCO2	-2	5	-9	1	2	6	1	12	7
O=C1C=C(c2ccccc2)C(O)(c2ccccc2)C1 (stereo not given)	4	0	-13	-2	-2	13	4	3	3
CC(=O)N1c2ccc(S(=O)(=O)N3CCC(C(=O)Nc4ccc(C)cn4)CC3)cc2CC1C (stereo not given)	1	8	-5	-2	2	-8	1	-15	6
Cc1ccccc1OCC(=O)OC(C(=O)c1ccccc1)c1ccccc1 (stereo not given)	-1	9	-8	0	2	9	6	1	3
CN(C)c1ccc(NC(=O)CSc2nc(N)c(C(=O)Nc3ccc(N(C)C)cc3)s2)cc1	-12	-19	3	-3	2	29	18	-9	-9
O=C(O)CC(c1ccc(Br)cc1)N1Cc2ccccc2C1=O (stereo not given)	5	-7	-2	1	2	8	-21	0	7
Cc1ccc(-c2nnn(CC(=O)N(CCN3CCOCC3)C(C(=O)NC(C)(C)C)c3ccco3)n2)cc1 (stereo not given)	1	2	-9	-3	3	5	-7	1	8
O=C(O)CCCN1C(=O)C2C3C=CC(C2C1=O)C1C(=O)N(CCCC(=O)O)C(=O)C31 (stereo not given)	-4	-3	-4	0	-1	9	-5	-24	0
CCCCSc1nnc2c(n1)OC=Nc1ccccc1-2	18	-11	-5	0	1	23	-4	1	13
Cc1nc(N2CCN(c3ccccn3)CC2)c2c(C)c(C(=O)Nc3ccc(Br)cc3C)sc2n1	-2	?	6	-6	1	-12	-10	9	4
O=c1cc(N2CCc3ccccc3C2)[nH]c(=O)n1-c1ccccc1Cl	-9	-1	0	1	-88	-8	-3	2	2
O=C(NCc1cccnc1)C1c2ccccc2C(=O)N1Cc1ccco1 (stereo not given)	0	-2	-3	-5	-28	7	-15	-12	0
CCN(CC)C(=O)Nc1c(C)n(C)n(-c2ccccc2)c1=O	-7	-1	-2	0	0	26	0	-32	-3
Cc1ccc(-n2ncc(C(=O)NCc3ccc4c(c3)OCO4)c2NC(=O)c2ccco2)cc1C	-3	2	2	-4	3	14	-6	-9	2
O=C(O)c1cc(S(=O)(=O)Nc2cccc3ccccc23)c(Cl)cc1Cl	9	-18	14	-2	-6	5	5	3	3
Cc1occc1C(=O)NC1CCCN(Cc2ccc(CC(C)C)cc2)C1 (stereo not given)	0	2	2	-7	-2	10	19	-9	3
COc1ccc(-n2nc(C(=O)NCC(=O)N3CCC(C)CC3)c3ccccc3c2=O)cc1Cl	14	23	9	-3	1	-322	0	15	-14
NC(=O)NC(CC(=O)Nc1cccnc1)c1cccc(Br)c1 (stereo not given)	3	-12	-8	-2	3	6	-14	10	-3
CCN1C(=O)[C@H]2[C@@H](c3ccc(SC4CCCCC4)cc3)N[C@@](CC(C)C)(C(=O)OC)[C@H]2C1=O	-4	11	1	-8	1	12	18	1	-1
C=CCOn1c(=O)c(=O)n(OCc2ccccc2)c2ccccc21	-5	-10	-1	-1	2	19	-1	-22	-7
Cc1c(C(=O)O)[nH]c2c1C(=O)CC(c1ccccc1)C2 (stereo not given)	-9	-7	-2	-1	3	13	-45	-18	9
CCO[C@@H]1OC(C(=O)O)=C[C@H](c2coc3ccccc3c2=O)[C@H]1CCCO	2	-7	-4	0	1	15	-11	-16	-12
CCN(Cc1cnn(C)c1)C(=O)c1ccc2nc(Cc3cccc(Cl)c3)oc2c1	-2	4	-2	-1	1	12	16	3	4
COCCN1C=C(C(=O)OC)C(c2ccc(OC)c(OC)c2)C(C(=O)OC)=C1	1	5	-9	-2	-51	-281	1	1	-7
O=C(Nc1ccc(NC(=O)C2CC2)cn1)c1ccccc1	32	-3	3	-3	1	10	-8	65*	45
CC1CCCCC1NC(=O)COC(=O)c1ccc2c(=O)n3c(nc2c1)CCC3 (stereo not given)	-13	-9	-5	-4	-32	-192	0	-15	4
COc1cc(NC(=O)c2cc(S(=O)(=O)N3CCCCC3)ccc2N2CCOCC2)cc(OC)c1	3	6	-3	3	-1	-4	10	-10	-4
CC(=O)c1cccc(NC(=O)CC2S/C(=N/N=C3CCCCCC3)NC2=O)c1 (stereo not given)	-6	-4	0	-2	-1	6	-7	-15	1
O=C(Nc1ccc(C(=O)N2CCN(c3ccccn3)CC2)cc1)c1ccc(Br)o1	0	-5	1	0	-2	-96	12	-9	0
O=C(C1CCN(S(=O)(=O)c2cnc[nH]2)CC1)N1CCN(c2ncccn2)CC1	3	-10	1	0	0	4	-7	-6	3
O=C(NCCNc1ccc([N+](=O)[O-])cc1C(F)(F)F)c1ccccc1F	5	-3	0	-2	2	44*	-13	0	7
CCN1CCN(S(=O)(=O)c2ccc3c4c(cccc24)C(=O)N3CC)CC1	8	3	7	-5	-22	i	-8	4	2
CCn1c(N2CCN(CC(=O)Nc3cccc(C)c3C)CC2)nc2ccccc21	2	6	-3	-2	0	25	-4	15	8
CCc1ccc(NC(=O)CN(C(=O)N2CCN(CC)CC2)S(=O)(=O)c2ccc(C)cc2)cc1	-2	-2	1	-4	-1	11	-2	-13	5
O=c1c(/C=N/O)coc2ccc3ccccc3c12	-25	-2	0	1	-9	9	0	-20	-2
CNS(=O)(=O)c1ccc2c3c(cccc13)C(=O)N2C	8	9	7	-2	-24	i	15	23	-7
Cc1ccc(COC(=O)CCc2nc3ccccc3c(=O)[nH]2)cc1	-3	2	4	0	0	12	8	-7	6
COc1ccc(CCNC(=O)CN(CCc2ccccc2)S(C)(=O)=O)cc1	-8	-4	-4	3	-1	6	-1	-15	-8
COCCCNC(=O)CSc1nc2c(sc(=S)n2-c2cc(Cl)ccc2OC)c(=O)[nH]1	8	-5	5	-1	1	17	-8	1	3
O=C(CSc1ccc(-c2cccnc2)nn1)Nc1ccccc1	1	7	-4	-1	-1	-2	15	8	-8

Among those listed so far, these contain a nitro group on carbon.
SMILES	SENP8 block-1	UBC13 polyUb	HKDC1 inhibitor	beta cell repl	SENP1 FRET inh	SENP8 block-2	PfG6PD inh	SENP6 block	SENP7 inh
COc1cc([N+](=O)[O-])ccc1NC(=O)CCCOc1cccc(C)c1	1	8	12	0	0	24	23	8	-1
Cc1ccc(OCC(=O)N/N=C\c2cccn2C)c([N+](=O)[O-])c1	-2	0	-5	0	3	16	0	-17	6
O=C(NCCNc1ccc([N+](=O)[O-])cc1C(F)(F)F)c1ccccc1F	5	-3	0	-2	2	44*	-13	0	7

Further entries follow.
SMILES	SENP8 block-1	UBC13 polyUb	HKDC1 inhibitor	beta cell repl	SENP1 FRET inh	SENP8 block-2	PfG6PD inh	SENP6 block	SENP7 inh
CC(=O)Nc1ccc2c(c1)ncn2C	6	-5	-2	0	0	14	-3	7	-6
CCOC(=O)N1CCC(N(CCN(C)C)C(=S)Nc2cc(C)cc(C)c2)CC1	11	8	-7	-1	1	20	0	5	2
O=S(=O)(c1ccccc1)N1N=C(c2ccccc2)CC1c1ccccc1 (stereo not given)	-4	-1	-1	-2	2	13	3	-6	5
CCc1ccc(-c2cc(C(=O)NN3CCOCC3)c3ccccc3n2)cc1	0	-8	-5	-2	2	5	8	-9	3
COc1ccc(-c2cc(C)no2)cc1S(=O)(=O)N(C)c1cccc(C)c1	-2	2	0	-3	-2	14	-14	0	-13
CC(C)S(=O)(=O)CC(=O)c1ccc(Cl)cc1	2	8	-4	-1	1	19	-11	-5	0
Cc1ccc(NC(=S)NC(=O)/C=C/c2ccco2)c(O)c1	-4	-14	-5	-3	8	5	9	-1	5
CC1CCCCC1NC(=O)CSc1nnnn1C (stereo not given)	-5	-3	-4	1	2	17	15	-24	-14
CCOc1cc(/C=C2\N=C(SC(C)C(N)=O)N(c3ccc(OC(F)F)cc3)C2=O)ccc1O (stereo not given)	5	-68	5	3	-31	-177	32	-9	-4
CCNC(=O)c1ccc(CSc2ccc(Cl)cc2)cc1	0	-1	-10	0	1	8	7	9	6
